HCMV antiviral: qHTS Assay for inhibitors of the human cytomegalovirus (HCMV) | AID 1259415, 2018 | hit rate 4.5% among 410,000 | HFF cells, HCMV-luciferase reporter, 72 h; stronger effect = lower value | activity change, negative = inhibition, % at 57.5 µM; in the data active = activity change below about -60%; inconclusive = no clear call, values can overlap the other calls; inactive = above about -39%
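Steps: HFFs plated, 16 h 37C; compounds added; HCMV-luciferase added to MOI 1 PFU/cell; 72 h 37C; OneGlo reagent, 5 min room temperature; luminescence read, normalized to controls.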
AmpC detergent: qHTS Inhibitors of AmpC Beta-Lactamase (assay with detergent); hit rate 0.041% among 370,000; AmpC hydrolysis of nitrocefin, absorbance 480 nm, 0.01% Triton; P00811; Potency, µM (doses to about 114 µM), for the others: top-dose activity change, negative = inhibition, actives largely listed as inhibitors; AID 485294, 2010;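 note: potency is the fitted concentration of half-maximal effect; 0% = no-compound wells and -100% = no-enzyme wells; nearly all actives have a fitted effect of over 25% in size; some results filed as inactive show a strong effect at the top dose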
Target sequence (P00811 whole entry, looked up): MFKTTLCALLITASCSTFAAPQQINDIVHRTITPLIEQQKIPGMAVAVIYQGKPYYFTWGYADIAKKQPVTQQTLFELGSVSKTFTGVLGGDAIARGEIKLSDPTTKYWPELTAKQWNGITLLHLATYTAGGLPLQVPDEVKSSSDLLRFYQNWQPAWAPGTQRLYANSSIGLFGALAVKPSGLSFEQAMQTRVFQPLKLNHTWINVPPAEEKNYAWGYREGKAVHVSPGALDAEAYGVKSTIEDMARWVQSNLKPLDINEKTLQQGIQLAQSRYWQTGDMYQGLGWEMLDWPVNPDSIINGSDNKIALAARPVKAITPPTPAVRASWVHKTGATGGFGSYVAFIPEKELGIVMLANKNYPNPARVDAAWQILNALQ
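AmpC (5.3 nM in the dispensed reagent) in 20 mM phosphate pH 7.0 with 0.01% (detergent screen) or 0.0001% Triton X-100 was preincubated with compounds for 15 min at room temperature. Nitrocefin was then added from an 800 uM solution, and hydrolysis was followed at 480 nm.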
HCV inh: qHTS Assay for Inhibitors of Hepatitis C Virus (HCV) | Huh7.5.1 HCVcc-Cre infection, luciferase reporter, 44 h | Potency, µM (doses to about 41.8 µM), inactives show top-dose activity change, negative = inhibition, actives largely listed as inhibitors | hit rate 3.4% among 340,000 | AID 651820, 2012; note: potency is the fitted concentration of half-maximal effect
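Cells seeded at 1,000/well and cultured 4 h, then compounds added followed by HCVcc-Cre virus (~0.5 moi). After 44 h further culture, luciferase substrate was added, plates held 15 min at room temperature, and luminescence read for 15 sec.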
Giardia FBPA inh: qHTS Assay for Inhibitors of Fructose-1,6-bisphosphate Aldolase from Giardia Lamblia; Potency, µM (titrated, usually from 59.6 µM), for inactives: at the top dose activity, negative = inhibition, hits mostly inhibitors; hit rate 0.71% among 290,000; A8B2U2; purified Giardia FBPA; note: potency is the fitted concentration of half-maximal effect; nearly all actives have a fitted effect of over 55% in size
Target sequence (A8B2U2 whole entry, looked up): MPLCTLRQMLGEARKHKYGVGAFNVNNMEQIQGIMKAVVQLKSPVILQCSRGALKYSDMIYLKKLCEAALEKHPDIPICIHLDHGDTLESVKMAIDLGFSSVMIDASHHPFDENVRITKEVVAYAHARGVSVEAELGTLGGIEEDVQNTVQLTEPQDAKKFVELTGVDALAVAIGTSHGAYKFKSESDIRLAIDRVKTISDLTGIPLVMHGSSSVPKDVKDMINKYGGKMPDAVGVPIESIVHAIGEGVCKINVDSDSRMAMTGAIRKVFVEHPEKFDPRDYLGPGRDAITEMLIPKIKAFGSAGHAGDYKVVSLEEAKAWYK
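40 nM FBPA preincubated 10 min at RT with compound (up to 57.5 uM final), then substrate plus GAPDH/TPI/NAD/arsenate coupling and diaphorase/resazurin added. Fluorescence read after 20 min at RT, 525/598 nm.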
AMA1-RON2 inh: qHTS for Inhibitors of AMA1-RON; Towards Development of Antimalarial Drug Lead: Primary Screen. Plasmodium falciparum AMA1 (3D7) - RON2 peptide interaction. AlphaScreen AMA1-biotinylated RON2 peptide binding. Potency, µM (top dose mostly 58.2 µM), for inactives: at the top dose activity change, negative = inhibition, most hits filed as inhibitors. hit rate 0.2% among 360,000. AID 720542, 2013;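 note: potency is the fitted concentration of half-maximal effect; 0% = vehicle wells and -100% = peptide control; nearly all actives have a fitted effect of over 45% in size; some results filed as inactive show a strong effect at the top dose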
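AMA1 (3D7) with his tag at 25 nM final met compounds first, then biotinylated RON2 peptide at 25 nM; detection used donor plus acceptor beads, 10 µg/mL apiece, read by AlphaScreen after 30 min at room temperature.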
Sm TGR block: qHTS Assay for the Inhibitors of Schistosoma Mansoni Peroxiredoxins; purified TGR, DTNB reduction, TNB absorbance 405 nm; Potency, µM (series often up to 114 µM), for inactives: top-dose activity change, negative = inhibition, hits mostly inhibitors; hit rate 3% among 360,000; note: potency is the fitted concentration of half-maximal effect; nearly all actives have a fitted effect of over 60% in size
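Kinetic colorimetric format: TGR-catalysed, NADPH-driven DTNB reduction monitored via TNB absorbance. Enzyme dispensed at 20 nM; compound exposure 15 min at room temperature before reaction start.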
Starred values were filed as active, the others as inactive; u = inconclusive; x = no result given; & = joins results of further samples; [ ] = remark or other dose. Unless noted, calls come from the whole dose curve; as a rule, active = well fitted curve in the direction sought with a large enough effect; inconclusive = small, poorly fitted or top-dose-only effect, or another doubt; inactive = no such curve, though single readings can be large; an effect the other way counts as inactive or inconclusive. Unless noted, % is set by controls: 0 for no effect and ±100 for the full control effect.

SMILES	HCMV antiviral	AmpC detergent	HCV inh	Giardia FBPA inh	AMA1-RON2 inh	Sm TGR block
CCn1cc(C(=O)O)c(=O)c2cc(F)c(N3CCN(C(=S)Nc4ccccc4OC)CC3)cc21	-38	1%	1%	-8%	3%	-29%
CN1C[C@H](CO)C=C2c3cccc4[nH]cc(c34)C[C@H]21	14	4%	-13%	-37%	25%	11µM*
N#CC(C(=O)NC1CCCCC1)c1nc2ccccc2nc1N1CCOCC1 (centres undefined)	x	u	x	0%	x	5%
O=C(CNc1ccc(F)cc1)N/N=C/C1CC=CCC1 (centres undefined)	26	0%	-3%	-2%	64%[activator]	0%
C/C=C1/C[C@@H](C)[C@](O)(CO)C(=O)OCC2=CCN3CC[C@@H](OC1=O)[C@@H]23	-39	-13%	25%	x	-10%	u
O=C(N/C=N/O)C1=NOC(CNc2ncc(C(F)(F)F)cc2Cl)C1 (centres undefined)	8	-12%	3%	-4%	4%	-7%
O=C(Nc1ccccc1Br)C1CCCN(S(=O)(=O)c2cccc3nsnc23)C1 (centres undefined)	-22	-2%	x	x	x	-1%
Cc1ccc(CN(CC2CCCO2)C(=O)CN2C(=O)C(C(C)C)Oc3ccccc32)o1 (centres undefined)	-7	-6%	9%	1%	-6%	35µM*
O=C(NC1CC1)c1cccc(NC(=O)C2CCCC2)c1	-31	x	-1%	x	0%	x
COCCN1C(=O)N[C@@H](c2ccc(Br)cc2)C(C(C)=O)=C1C	x	-9%	1%[8.37 µM]	1%&-6%	x	-13%
O=C(N/N=C/C=C/c1ccco1)/C(=C/c1ccccc1)NC(=O)c1ccccc1	-5	u	6%	-20%	73%[activator]	45µM*
Cc1nnc(NC(=O)CSc2nc(CC(C)C)nc3c2c(=O)n(C)c(=O)n3C)s1	123	0%	-8%	8%	-7%	14%
Cc1c(Cc2ccccc2)sc(NC(=O)C(C)(C)C)c1C(N)=O	u	4%	u	-13%	1%	0%
CN(CC(=O)Nc1ccc(OC(F)(F)F)cc1)C(=O)Cc1cccs1	-16	x	-15%	x	-7%	x
CCOC(=O)c1nn(-c2ccc(C)cc2)c(=O)cc1OCC(=O)Nc1cccc(OC)c1	-9	-2%	3%	x	-26%	2%
O=c1[nH]c2ccccc2cc1-c1nnn(-c2ccc(F)cc2)n1	54	3%	-8%	2%	0%	u
Cc1cccc(-c2noc(CN(C)C(=O)COc3ccccc3)n2)c1	9	1%	-18%	8%	15%	-28%
CSCCC(NC(=O)c1ccccc1Cl)C(=O)N1CCN(C(c2ccccc2)c2ccccc2)CC1 (centres undefined)	-28	u	u	-12%	-26%	-6%
COc1ccc(/C=C/C(=O)OCC(=O)c2c(C)[nH]c3ccccc23)cc1OC	1	3%	0%	-1%	-3%	16%
CC1CC(C)CN(S(=O)(=O)c2ccc(Oc3ccc([N+](=O)[O-])cc3)cc2)C1 (centres undefined)	-72*	0%	u	-2%	-4%	8%
Cc1cc(=O)oc2cc(OCCSCCN3CCCC3)ccc12	-21	2%	-6%	-8%	-6%	-17%
CC(=O)Nc1nc(C2CC2)cc(-c2ccccc2)c1C#N	-13	-7%	4%	6%	-5%	-2%
CCn1ccc(C(=O)Nc2ccccc2Cl)n1	-17	0%	-7%	-2%	9%	0%
COC(=O)c1cc(C(=O)OC)cc(N2C(=O)CC(N3CCN(c4ccccc4)CC3)C2=O)c1 (centres undefined)	1	-7%	15%	5%	3%	u
CCCCCOC(=O)NCCOC(=O)Nc1ccc(C(=O)OCC)cc1	11	2%	u	4%	4%	-1%
O=C(NCCCn1ccnc1)c1ccccc1F	-18	u	u	-11%	-7%	0%
CCc1ccc(C(=O)c2cn(Cc3ccccc3)c3cc(OC)c(OC)cc3c2=O)cc1	-65*	-20%	x	x	x	-2%
O=C(CSc1ccc(-c2nc3ccccc3[nH]2)cn1)N1CCN(C(=O)c2ccco2)CC1	-26	-8%	-26%	3%	-1%	u
COc1cccc(-n2nnc(-c3nc(-c4ccccc4F)no3)c2C)c1	-13	-3%	x	x	x	4%
O=S(=O)(NCC1CCCO1)c1cnc(Cl)c(Cl)c1 (centres undefined)	11	-7%	-2%	0%	-20%	-13%
Cc1ccc(C(CC(=O)Nc2ccc(C)cc2C)N2Cc3ccccc3C2=O)cc1 (centres undefined)	2	2%	x	x	x	0%
Cn1c(-c2ccccc2)cc2onc(-c3ccccc3)c2c1=O	u	u	u	x	2%	2%
O=C(CSc1ccccc1[N+](=O)[O-])NC1CCS(=O)(=O)C1 (centres undefined)	28	-14%	24%	4%	1%	-10%
CCOC(=O)C(c1ccccc1)C(Nc1ccc(F)cc1)c1ccccn1 (centres undefined)	-12	-5%	u	3%	3%	-10%
Cc1cc(NC(=O)c2c(-c3c(F)cccc3Cl)noc2C)no1	56	-1%	4%	1%	-2%	12%
CC1CCCN(c2nc3ccccc3nc2C(C#N)C(=O)OC2CCCCC2)C1 (centres undefined)	x	4%	x	3%	x	-1%
COC(=O)Cc1nnc(NC(=O)C(C)C)s1	8	-4%	-17%	u	-1%	8%
COc1ccc(C(=O)NC2CCN(C(=S)Nc3cccc(C)c3C)CC2)cc1	16	u	19%	-3%	-1%	-3%
COc1ccc(NC(=O)/C(=C/c2cccnc2)NC(=O)c2cccs2)cc1	-26	u	8%	-1%	3%	-7%
CN(C)CCN(C(=O)C1CCCCC1)c1nc2cc3c(cc2s1)OCO3	7	2%	-30%	x	0%	6%

Limited to AMA1-RON2 inh, Sm TGR block and HCV inh (5 entries from above):
mol,AMA1-RON2 inh,Sm TGR block,HCV inh
CCCCCOC(=O)NCCOC(=O)Nc1ccc(C(=O)OCC)cc1,4%,-1%,u
O=C(NCCCn1ccnc1)c1ccccc1F,-7%,0%,u
CCc1ccc(C(=O)c2cn(Cc3ccccc3)c3cc(OC)c(OC)cc3c2=O)cc1,x,-2%,x
O=C(CSc1ccc(-c2nc3ccccc3[nH]2)cn1)N1CCN(C(=O)c2ccco2)CC1,-1%,u,-26%
COc1cccc(-n2nnc(-c3nc(-c4ccccc4F)no3)c2C)c1,x,4%,x

(listing goes on)
SMILES	HCMV antiviral	AmpC detergent	HCV inh	Giardia FBPA inh	AMA1-RON2 inh	Sm TGR block
CC(=O)Nc1cccc(C(=O)Nc2ccccc2N2CCOCC2)c1	-15	-8%	-18%	0%	-2%	-9%
O=C(Nc1ccc2c(c1)OCO2)c1cc2nc(C3CC3)cc(C(F)(F)F)n2n1	-14	-6%	-27%	-12%	13%	-26%
Cc1noc(C)c1COc1ccccc1C(=O)Nc1cccc(S(=O)(=O)N(C)C)c1	-24	u	-6%	x	6%	-3%
COc1ccc2c(c1)c1c(c(=O)n(-c3cccc(C)c3)c(=O)n1CC(=O)N1CCCC1)n2C	-29	-9%	x	x	x	1%
O=C(COC(=O)c1ccc(F)cc1F)NC(=O)Nc1ccc2c(c1)OCCO2	60	-5%	4%	x	-10%	-9%
CCC(C(=O)Nc1cccc(S(=O)(=O)N(C)c2ccccc2)c1)c1ccccc1 (centres undefined)	-2	6%	u	x	6%	1%
Nc1ccccc1-c1nnc(SCc2ccccc2F)[nH]c1=O	20	4%	-6%	8%	-12%	-3%
CCC(C)n1c(=O)c(C(=O)Nc2ccccc2S(N)(=O)=O)c(O)c2ccccc21 (centres undefined)	-25	-11%	u	-7%	85%[activator]	-9%
CC(C)NC(=O)Nc1cccc2c1O[C@H](CN(C)S(C)(=O)=O)[C@@H](C)CN([C@H](C)CO)C2=O	-2	x	-2%	x	6%	x
CCCCNC(=S)N(C)/N=C/c1ccccc1F	40	u	-29%	2%	31%[activator]	6%
CSc1ccc(CN(C)C(=O)c2cc(S(=O)(=O)NCc3ccccc3)ccc2C)cc1	-39	u	u	x	-13%	4%
CC(=O)Nc1ccc(S(=O)(=O)N2CCC3(CC2)OCCO3)cc1	-37	7%	-2%	x	-5%	2%
O=C(Nc1ccccc1C(=O)Nc1nncs1)c1ccccc1	3	-2%	1%	6%	7%	-1%
COc1ccc(OC)c(N(/C(N)=N/c2nc(C)cc(C)n2)S(=O)(=O)c2ccc(NC(C)=O)cc2)c1	25	-2%	u	15%	-28%	3%
CCn1c2ccccc2c2nnc(SCc3cc(=O)n4ccsc4n3)nc21	x	-8%	x	-9%	x	-7%
COc1ccc(CN(C(=O)c2snc(C(N)=O)c2N)C(CC(C)C)C(=O)NC2CCCCC2)cc1 (centres undefined)	u	-3%	-6%	10%	19%	1%
O=C(Nc1ccccc1)c1ccc2c(c1)OCO2	26	-12%	-13%	0%	2%	-1%
Cc1occc(=O)c1OCc1ccc(F)cc1	20	0%	10%	7%	-12%	-35%
COc1cccc(/C=C2\C=C(c3ccc(C)cc3)OC2=O)c1OC(C)=O	23	0%	-17%	-5%	0%	u
CCOc1ccc(S(=O)(=O)NCc2cccnc2)c2ccccc12	-5	0%	-18%	6%	11%	-8%

Reprinted at random: 2 records from the list.
SMILES	HCMV antiviral	AmpC detergent	HCV inh	Giardia FBPA inh	AMA1-RON2 inh	Sm TGR block
O=C(Nc1ccccc1)c1ccc2c(c1)OCO2	26	-12%	-13%	0%	2%	-1%
CCC(C)n1c(=O)c(C(=O)Nc2ccccc2S(N)(=O)=O)c(O)c2ccccc21 (centres undefined)	-25	-11%	u	-7%	85%[activator]	-9%

(listing goes on)
SMILES	HCMV antiviral	AmpC detergent	HCV inh	Giardia FBPA inh	AMA1-RON2 inh	Sm TGR block
CCN(CC(=O)Nc1cc(Cl)ccc1C)C(=O)CN1C(=O)NC2(CCCC2)C1=O	-6	-22%	14%	x	1%	3%
CCOc1ccc(NC(=O)CSC2=NCCN2)cc1	u	-14%	0%	-11%	14%	20%
COCCCn1c(=NC(C)=O)c(C#N)cc2c(=O)n3cccc(C)c3nc21	8	0%	-23%	2%	0%	-6%
COc1ccc(CC(=O)N2N=C(C)CC2(O)c2cccnc2)cc1OC (centres undefined)	36	0%	16%	6%	76%[activator]	u
O=C(c1ccc2c(c1)OCO2)N(c1ccc(F)cc1)C1C=CS(=O)(=O)C1 (centres undefined)	-33	0%	12%	6%	4%	-2%
O=S(=O)(c1ccccc1)c1nc(-c2cccs2)oc1NCC1CCCO1 (centres undefined)	27	-5%	-10%	-11%	-3%	u
O=C(NCC1CCCO1)c1ccc(NS(=O)(=O)c2cccc([N+](=O)[O-])c2)cc1 (centres undefined)	-19	-3%	0%	15%	2%	-1%
CC(=O)c1cccc(NC(=O)c2cccc3ccccc23)c1	0	0%	-30%	-3%	-3%	7%
CCOC(=O)/C(=C\c1ccc(OC)c(OC)c1)C(=O)c1cccnc1	-18	0%	3%	-1%	-10%	-17%
Cc1cccc(-n2c(Cc3ccccc3)nnc2SCC(=O)N2CCOCC2)c1	1	-5%	-3%	5%	0%	3%[11.4 µM]
CCC1(c2ccc(F)cc2)NC(=O)N(CC(=O)N2CCN(C(=O)c3cccs3)CC2)C1=O (centres undefined)	-18	-17%	-2%	x	25%	-2%
COc1ccc2[nH]cc(C(=O)CN(C)C)c2c1	39	x	1%	x	-7%	x
O=C(COC(=O)CNC(=O)c1cccc(F)c1)NCCC1=CCCCC1	18	-2%	3%	2%	1%	-5%

Bioassay records: PubChem, National Center for Advancing Translational Sciences (NCATS)
